Hck-Nef inh: inhibitors of human Hck kinase activated by Nef | inhibition, % at 20 µM | 220,000 compounds, 0.68% hits | Recombinant Hck-YEEI plus Nef, Z-Lyte FRET kinase assay | AID 463187;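 active means Hck-Nef kinase inhibition above about 50%, limit read from the data; inactive means inhibition below that limit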;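 further: 0% = DMSO with Hck plus Nef and 100% = Hck alone without Nef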
FXIIa inh 1536: blocks human coagulation factor XIIa protease activity; 220,000 compounds, 0.3% hits; inhibition, % at 5 µM; P00748; purified FXIIa, Boc-QGR-AMC fluorogenic substrate, 2 h; in the data active means inhibition above about 40%;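 further: 0% = enzyme with no compound and 100% = blank without enzyme; many of its hits are not listed in these tables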
Target sequence (P00748 20-372 limits assumed): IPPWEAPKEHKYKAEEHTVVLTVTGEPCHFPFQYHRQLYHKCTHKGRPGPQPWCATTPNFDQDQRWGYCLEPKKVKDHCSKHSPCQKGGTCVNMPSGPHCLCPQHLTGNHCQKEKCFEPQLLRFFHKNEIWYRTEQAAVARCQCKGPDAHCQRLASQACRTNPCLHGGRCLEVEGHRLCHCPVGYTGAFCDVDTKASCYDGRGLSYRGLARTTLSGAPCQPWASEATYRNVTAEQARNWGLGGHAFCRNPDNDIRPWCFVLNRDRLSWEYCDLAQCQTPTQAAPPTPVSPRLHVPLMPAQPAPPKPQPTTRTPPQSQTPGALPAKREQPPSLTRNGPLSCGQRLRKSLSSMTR
Target sequence (P00748 373-615 limits assumed): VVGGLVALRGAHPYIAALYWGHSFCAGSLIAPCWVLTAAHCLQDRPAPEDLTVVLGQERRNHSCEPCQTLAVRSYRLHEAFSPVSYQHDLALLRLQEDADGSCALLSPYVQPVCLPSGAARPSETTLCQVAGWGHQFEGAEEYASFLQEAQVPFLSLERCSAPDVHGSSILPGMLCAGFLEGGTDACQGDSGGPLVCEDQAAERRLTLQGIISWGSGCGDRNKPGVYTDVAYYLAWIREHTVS
14-3-3 Bad inh: disrupts binding of bovine 14-3-3 zeta to phospho-Bad peptide | P63103 | TR-FRET 14-3-3zeta/Dy647-pBad peptide displacement, 1 h | inhibition, % at 21.7 µM | 220,000 compounds, 0.71% hits;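 active means inhibition above about 70%, limit read from the data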;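 further: 0% = full 14-3-3 plus peptide FRET controls and 100% = background without 14-3-3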
Target sequence (P63103 whole entry, looked up): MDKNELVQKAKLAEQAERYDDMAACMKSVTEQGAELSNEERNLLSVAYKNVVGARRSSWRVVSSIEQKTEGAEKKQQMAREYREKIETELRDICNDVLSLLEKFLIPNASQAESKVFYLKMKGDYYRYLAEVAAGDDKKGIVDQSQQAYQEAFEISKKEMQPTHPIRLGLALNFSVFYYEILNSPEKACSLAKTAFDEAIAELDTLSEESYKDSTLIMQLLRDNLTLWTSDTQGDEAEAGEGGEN
Wee1 degr inh: inhibitors of human Wee1 degradation; 220,000 compounds, 1.2% hits; reporter increase, % at 5 µM; HeLa Luc-Wee1K328M stability, luciferase luminescence; 100% = proteasome inhibitor MG132 effect;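 active means activation above the mean of all tested compounds plus 3 SD, set per screening run, cut at about 8.8% in these data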;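 further: cells exposed to compound for 20 h before luminescence read; 0% = DMSO alone and 100% = MG132 at 30 µM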
Runt-CBFb FRET: blocks binding of human RUNX1 Runt domain to CBFb; Cerulean-Runt/Venus-CBFb FRET ratio 530/480, 1 h; 220,000 compounds, 0.46% hits; Q01196+Q13951; AID 1496; inhibition, % at 20 µM;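 active means inhibition over about 50% at 20 µM in the single-dose screen, limit read from the data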;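 further: 0% = DMSO wells and 100% = excess unlabeled CBFb competitor control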
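Assay system: Cerulean-tagged RUNX1 Runt domain (FRET donor) fusion protein / Amount: 100 nM each of Venus-CBFb and Cerulean-Runt domain / Medium: Tris buffer pH 7.5 with salts and BSA / Also added: Venus-CBFb 100 nM / Schedule: 1 h complex formation plus 1 h compound treatment, room temperature / Signal: FRET fluorescence / Read-out: loss of energy transfer signal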
Thrombin inh: blocks human thrombin protease activity; P00734; alpha-thrombin, Boc-VPR-AMC fluorogenic substrate cleavage; inhibition, % at 5 µM; 220,000 compounds, 0.26% hits;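 active means inhibition at or above 40%; inactive means inhibition below 40%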;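 further: 0% = enzyme with no compound and 100% = wells without enzyme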
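System – human alpha-thrombin · Medium – pH 7.5 Tris (50 mM) with NaCl 150 mM, Tween 20 0.05% · Compound – single-point dosing at 5 µM, 0.2% DMSO · Incubation – enzyme reaction carried out at room temperature · Technique – fluorescence of released AMC, ex 355 nm, em 460 nm · Read-out basis – % inhibition of thrombin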
FXIa inh: inhibitors of human coagulation factor XIa. purified FXIa, Boc-Glu-Ala-Arg-AMC fluorogenic substrate. inhibition, % at 5 µM. 220,000 compounds, 0.14% hits;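 active means inhibition of at least 40%; inactive means inhibition below 40%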;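 further: fluorescence of freed AMC excited at 355 nm; 0% = enzyme without compound and 100% = no enzyme blank; many of its hits are not listed in these tables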
Runt-SMMHC FRET: blocks binding of human RUNX1 Runt domain to CBFb-SMMHC; Cerulean-Runt/Venus-CBFb-SMMHC FRET ratio 530/480, 1 h; inhibition, % at 20 µM; 220,000 compounds, 0.74% hits;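 active means mean inhibition across duplicate retests at 20 µM reaching about 50%, limit read from the data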;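 further: 0% = DMSO wells and 100% = wells with excess untagged CBFb-SMMHC; inhibitors lower the FRET ratio by blocking Runt binding to CBFb-SMMHC; some results filed as inactive read as strong as hits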
KLK5 inh: kallikrein 5 (human) inhibition; 210,000 compounds, 0.59% hits; Q9Y337; AID 873; inhibition, % at 5 µM; recombinant hK5, fluorogenic AMC substrate cleavage;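 active means inhibition of 40% or more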;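 further: 0% = enzyme controls without compound and 100% = no-enzyme blanks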
* = called active by the depositor; . = no result given; [ ] = dose if it differs, or a comment.

Hck-Nef inh	FXIIa inh 1536	14-3-3 Bad inh	Wee1 degr inh	Runt-CBFb FRET	Thrombin inh	FXIa inh	Runt-SMMHC FRET	KLK5 inh	Compound
0	-2	-8	4	0	-1	-29	-5	-19	COc1ccccc1OCCNC(=O)Cc1ccc(Cl)c(Cl)c1
-3	-1	-3	-2	0	-10	2	2	-2	O=C(NCC(=O)N(c1cccc(F)c1)C(C(=O)NC1CCCC1)c1cccnc1)c1cccs1 (stereo not drawn)
12	5	5	-2	1	0	1	-6	0	COc1ccc(-c2c(NC(=O)c3ccco3)n(-c3ccc(C)cc3)nc(C)c2=O)cc1
21	4	-6	2	3	-4	-4	1	2	Nn1c(SCc2ccc(Br)cc2)nnc1-c1ccccn1
6	7	-10	-1	-2	-1	-6	-4	1	O=c1[nH]c(CCl)nc2cc(-c3ccc(Cl)cc3)sc12
1	4	0	-2	1	-3	-4	3	-4	CCOC(=O)c1cccc(NC(=O)CN(C)S(=O)(=O)c2cnc[nH]2)c1
14	3	3	-2	2	-10	-2	-5	-2	Cc1cc(C)c2c(C)[nH]nc2n1
2	15	-1	2	8	-6	7	6	-10	CCOC(=O)c1c(NC(=S)Nc2cccc(C)c2)sc2c1CC(C)(C)SC2
-1	14	3	0	0	0	3	1	7	Cc1onc(-c2ccccc2Cl)c1C(=O)Oc1cc(N)n(S(=O)(=O)c2ccc(F)cc2)n1
8	8	5	4	2	0	8	-2	-5	CCOc1ccc(CC(=O)N/N=C/c2cccnc2)cc1

Next compounds:
Hck-Nef inh	FXIIa inh 1536	14-3-3 Bad inh	Wee1 degr inh	Runt-CBFb FRET	Thrombin inh	FXIa inh	Runt-SMMHC FRET	KLK5 inh	Compound
0	-1	-8	1	1	19	9	1	30	O=C(OCC(=O)N1CCc2ccccc21)c1cccnc1Cl
-1	15	8	2	3	-5	4	2	-1	O=C1CN(C(=O)c2ccc(Br)o2)C(c2ccccc2)c2cc(Br)ccc2N1 (stereo not drawn)
0	11	8	4	1	4	8	2	-5	Cc1ccc(NC(=O)c2ccc(CSc3nnc(-c4ccncc4)n3C)cc2)c(C)c1
2	8	6	-2	0	-18	4	4	1	CCN(CC)S(=O)(=O)c1cccc(C(=O)Nc2ccccc2)c1
2	9	-5	4	-9	-4	-8	-7	-28	Cc1sc2ncnc(N3CCN(CCOc4ccc(Cl)cc4)CC3)c2c1C
-1	6	0	7	21	-16	-3	40	-5	CCOC(=O)c1c(/N=C/c2ccccc2O)sc2c1CCC2
-5	8	1	-2	0	-1	4	-8	-1	O=C(Nc1ccc(S(=O)(=O)Nc2nccs2)cc1)C1=NN(c2ccccc2)C(=O)CC1
5	1	-7	1	0	-4	-4	-1	-10	N=C(N)N=Nc1c(O)[nH]c2ccc(Br)cc12
0	-6	-7	-1	-2	1	0	-2	1	COc1ccc(C(=O)C2CCCCC2=O)cc1 (stereo not drawn)
1	-25	6[fluorescence artefact?]	-2	-2	-4	-7	-1	1	Cc1ccc(-c2ccc(=O)n(CC(=O)NCCN3CCCCC3C)n2)cc1 (stereo not drawn)

(continued)
Hck-Nef inh	FXIIa inh 1536	14-3-3 Bad inh	Wee1 degr inh	Runt-CBFb FRET	Thrombin inh	FXIa inh	Runt-SMMHC FRET	KLK5 inh	Compound
10	4	2	-2	0	.	-3	1	-3	O=C(CCN=C1NS(=O)(=O)c2ccccc21)N1CCc2ccccc2C1
8	11	3	-3	1	3	-4	0	1	Cc1cc(NC(=O)/C=C\C(=O)O)c([N+](=O)[O-])cc1C
20	5	-13	9	-1	5	-1	4	-2	O=C(O)c1ccc(-c2ccccn2)s1
-1	16	9[fluorescence artefact?]	0	-4	8	23	1	1	COc1ccc(C(=O)NC(C)c2nnc(SCc3ccc(Cl)c(Cl)c3)n2C)cc1 (stereo not drawn)
-3	4	-15	-3	1	0	11	-3	3	O=C(C1=NN[C@@H]2C(=O)N(c3cccc(F)c3)C(=O)[C@H]12)c1cnccn1
1	21	-12	0	-1	6	6	3	-25	Cc1ccc(C)c2[nH]c(=O)c(CN(Cc3ccco3)S(=O)(=O)c3ccc4c(c3)OCCO4)cc12
20	3	-9	-1	-3	5	-2	0	-8	N=C1/C(=C/c2cccn2Cc2ccc(F)cc2)C(=O)N=C2SC=CN12
8	13	-10	-2	-1	-1	0	-1	-5	CC(C)CN1CCNC(=O)C1CC(=O)NCc1cnn(-c2cccc(F)c2)c1 (stereo not drawn)
17	7	1	-2	2	0	3	2	2	O=C(O)CNc1nc(-c2ccccc2)nc2c1oc1ccccc12
1	2	-2	-1	0	-3	-5	5	-16	O=C(Cc1cccs1)NCC1CCCO1 (stereo not drawn)

Next part.
Hck-Nef inh	FXIIa inh 1536	14-3-3 Bad inh	Wee1 degr inh	Runt-CBFb FRET	Thrombin inh	FXIa inh	Runt-SMMHC FRET	KLK5 inh	Compound
0	-2	2	-2	-1	-6	2	-4	6	Cc1cc(C)c(N2CCN(S(=O)(=O)N3CCCCCC3)CC2)c(C)c1
0	-8	-3[fluorescence artefact?]	-3	-1	-15	-2	-3	0	CC1=CCC2C(=O)N(c3ccc4ccccc4n3)C(=O)C2C1 (stereo not drawn)
4	-2	-2	-2	1	-2	-10	1	-176	N#Cc1cnn(-c2nc3sc4c(c3c(=O)[nH]2)CCCC4)c1N
0	13	-8[fluorescence artefact?]	3	0	-2	-5	0	-25	Cn1c(=O)[nH]c(=O)c2c1nc(Sc1ncccn1)n2CCCc1ccccc1
1	15	-15	1	1	0	7	0	0	Nn1c(SCCOc2ccccc2)nnc1-c1cccnc1
0	8	2	-1	2	-3	4	-2	2	O=C(/C=C/c1ccc2c(c1)OCCO2)c1ccccc1
0	9	71*	2	-1	0	-4	-3	0	CCOC(=O)C1CCCCN1Cc1cccc(F)c1 (stereo not drawn)
23	2	-20	2	-6	-2	8	0	7	CC1CCc2c(sc(NC(=O)C3CCCO3)c2C#N)C1 (stereo not drawn)
-14	8	1	-1	0	-3	-4	-1	-25	CCCCCn1c(CNC(C)=O)nc2ccccc21
1	5	5	2	-2	-3	-1	-2	-4	CCN(CCCn1c(SCC#N)nc2ccccc2c1=O)c1ccccc1

Going on with the list:
Hck-Nef inh	FXIIa inh 1536	14-3-3 Bad inh	Wee1 degr inh	Runt-CBFb FRET	Thrombin inh	FXIa inh	Runt-SMMHC FRET	KLK5 inh	Compound
15	-2	4	4	6	-6	-7	-2	-14	Cc1ccccc1NC(=S)N/N=C/c1ccc(O)cc1O
19	9	3	1	1	-3	10	-4	0	Cc1cc(NS(=O)(=O)c2ccc(NC(=S)NC(=O)c3ccncc3)cc2)no1
1	8	-3	-3	2	1	-1	2	2	Clc1nc(CN2CCOCC2)nc2sc3c(c12)CCC3
1	6	-9	-1	-3	-3	0	-5	.	C/C(N)=C(/C#N)C(=O)COC(=O)c1cc(-c2ccccc2)nc2ccc(Br)cc12
2	13	-15	1	0	2	45*	5	37	Cc1ccc(NC2=NC3(CCCCC3)N=C(N)N2)c(C)c1
3	-2	-5	2	1	-8	-4	3	2	O=C(C1CCC1)N1CCc2cc(S(=O)(=O)NC3CCCC3)ccc21
-5	3	13	3	-2	-4	-4	1	-1	CC1CCCC(C)N1C(=O)c1cc(-c2cccs2)on1 (stereo not drawn)
16	2	-11	0	3	-10	-7	-1	-8	O=C(NCc1nnc(SCC(=O)N2CCCc3ccccc32)o1)c1ccco1
4	19	7	2	2	2	5	6	-22	COc1cc(C2C(C(=O)OC(C)C)=C(C)Nc3[nH]c(=O)[nH]c(=O)c32)ccc1O (stereo not drawn)
2	-2	-9	1	0	-3	-7	-2	-4	Cc1nc(C)c(-c2ccccc2)c(=O)[nH]1

Some of these compounds in order of their number in 14-3-3 Bad inh, largest number first:
Hck-Nef inh	FXIIa inh 1536	14-3-3 Bad inh	Wee1 degr inh	Runt-CBFb FRET	Thrombin inh	FXIa inh	Runt-SMMHC FRET	KLK5 inh	Compound
1	8	-3	-3	2	1	-1	2	2	Clc1nc(CN2CCOCC2)nc2sc3c(c12)CCC3
3	-2	-5	2	1	-8	-4	3	2	O=C(C1CCC1)N1CCc2cc(S(=O)(=O)NC3CCCC3)ccc21
2	-2	-9	1	0	-3	-7	-2	-4	Cc1nc(C)c(-c2ccccc2)c(=O)[nH]1

More records.
Hck-Nef inh	FXIIa inh 1536	14-3-3 Bad inh	Wee1 degr inh	Runt-CBFb FRET	Thrombin inh	FXIa inh	Runt-SMMHC FRET	KLK5 inh	Compound
15	2	-5	3	1	-25	-11	-3	-7	COc1ccc(CCNC(=O)COC(=O)c2cc(OC)c(OC)cc2OC)cc1OC
-9	3	6	-3	2	-5	-13	0	31	CC(=O)c1cnn(-c2c(Cl)cc(Cl)cc2Cl)c1C
47	4	-15	1	11	-7	-4	0	-15	CC(=O)Nc1ccc(-c2csc(NNC(=O)c3ccc(C)cc3)n2)cc1
-22	16	2	-1	1	-3	11	3	25	Cc1ccc(C(=O)/C=C/N(C)C)o1
2	8	-10	1	1	-7	-4	-2	-22	N/C(=N\OC(=O)c1ccc2ccccc2c1)c1ccc(Br)cc1
-8	0	3	-1	0	0	-11	2	-22	CCc1nc(SCc2ccc(Cl)cc2)n[nH]1
14	11	14	-3	0	6	4	4	-7	COC(=O)C1=C(C)NC(=S)N(C(C)=O)C1c1ccccc1 (stereo not drawn)
5	13	-18	0	1	-6	1	-1	-16	O=C(NCc1ccncc1)C(=O)NCC(c1ccco1)N1CCN(c2ccccc2F)CC1 (stereo not drawn)

A second format for seven compounds above:
The line under a structure holds: Hck-Nef inh | FXIIa inh 1536 | 14-3-3 Bad inh | Wee1 degr inh | Runt-CBFb FRET | Thrombin inh | FXIa inh | Runt-SMMHC FRET | KLK5 inh
- CC(=O)c1cnn(-c2c(Cl)cc(Cl)cc2Cl)c1C
  -9 | 3 | 6 | -3 | 2 | -5 | -13 | 0 | 31
- CC(=O)Nc1ccc(-c2csc(NNC(=O)c3ccc(C)cc3)n2)cc1
  47 | 4 | -15 | 1 | 11 | -7 | -4 | 0 | -15
- Cc1ccc(C(=O)/C=C/N(C)C)o1
  -22 | 16 | 2 | -1 | 1 | -3 | 11 | 3 | 25
- N/C(=N\OC(=O)c1ccc2ccccc2c1)c1ccc(Br)cc1
  2 | 8 | -10 | 1 | 1 | -7 | -4 | -2 | -22
- CCc1nc(SCc2ccc(Cl)cc2)n[nH]1
  -8 | 0 | 3 | -1 | 0 | 0 | -11 | 2 | -22
- COC(=O)C1=C(C)NC(=S)N(C(C)=O)C1c1ccccc1 (stereo not drawn)
  14 | 11 | 14 | -3 | 0 | 6 | 4 | 4 | -7
- O=C(NCc1ccncc1)C(=O)NCC(c1ccco1)N1CCN(c2ccccc2F)CC1 (stereo not drawn)
  5 | 13 | -18 | 0 | 1 | -6 | 1 | -1 | -16

Assay outcomes (PubChem)

This is a random part of the collection; overall some 4.2% were active at least once.
